# From PubChem BioAssay
# LGR2 antag – Drosophila LGR2 receptor signaling inhibition. HEK293 LGR2, CRE-luciferase, bursicon-stimulated, 4 h. inhibition, % at 9.99 µM. AID 720647. 0.35% of 380,000 active;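 active = drop in luminescence signal, shown as inhibition above about 50% in the replicate tests, limit read from the data, passing the limit was not always enough; inconclusive = probably only some replicates passing the limit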;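 note: agonist challenge used bursicon conditioned medium at about half maximal strength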
# SIRT5 block – blocks human SIRT5 desuccinylation of peptide | inhibition, % at 15 µM | AID 652115 | Purified SirT5, succinyl-peptide AMC, trypsin-coupled fluorescence | 1.1% of 330,000 active; in the data active = inhibition above about 15%; inconclusive = no clear call, values can overlap the other calls
# Target sequence (Q9NXA8 whole entry, looked up): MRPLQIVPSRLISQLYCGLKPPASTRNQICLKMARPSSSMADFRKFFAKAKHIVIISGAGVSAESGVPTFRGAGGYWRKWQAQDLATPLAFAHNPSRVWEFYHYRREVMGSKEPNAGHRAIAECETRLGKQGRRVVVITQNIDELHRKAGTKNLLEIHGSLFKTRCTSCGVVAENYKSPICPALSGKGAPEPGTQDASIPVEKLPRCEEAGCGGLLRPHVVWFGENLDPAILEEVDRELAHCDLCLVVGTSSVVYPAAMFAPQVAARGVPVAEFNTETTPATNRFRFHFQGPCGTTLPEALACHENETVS
# esBAF inh – blocks esBAF chromatin remodeling in mouse ES cells; Bmi1-luciferase knock-in reporter, 24 h; 100% = twice the neutral-well signal; reporter increase, % at 12.5 µM; 2% of 350,000 active; AID 602393; in the data active = activation above about 40%; inconclusive = no clear call, values can overlap the other calls;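 note: 0% = median of the plate's neutral control wells and 100% = double that signal; a rise in the Bmi1 reporter signal indicates esBAF inhibition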
# FN deposit inh – fibronectin deposition inhibition. AID 743247. inhibition, % at 12.6 µM. 0.086% of 350,000 active. AH1F fibroblasts, Alexa488-fibronectin deposition fluorescence, overnight;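 active = mean inhibition across replicates of 30% or more, regardless of how many single replicates reach that level; inconclusive = mean under 30% yet at least half of replicates reach 30%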;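 note: positive control wells lacked labelled fibronectin entirely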
#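 Material – AH1F fibroblast monolayer, labelled fibronectin deposition · Reagent – labelled fibronectin 24 nM · Timing – 1 h adhesion, overnight exposure · Measured by – fluorescence at 485 nm excitation, 525 nm emission · Read-out – inhibition of fibronectin deposition signal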
# C2C12 statin – protects C2C12 myotubes from simvastatin toxicity; 0.78% of 330,000 active; ATP luminescence, 48 h; scaled: DMSO 0, geranylgeraniol control 100; AID 602340; rescue of ATP level, % at 7.49 µM;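 active = mean ATP rescue above about 67%, or every replicate alone reaching that limit, limit read from the data, passing the limit was not always enough; inconclusive = no clear call, values can overlap the other calls; inactive = mean under the limit and some replicate under it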;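 note: myotubes were challenged with 10 µM simvastatin during compound exposure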
# Casp6 inh – inhibitors of human caspase-6; P55212; 0.53% of 350,000 active; purified caspase-6, Z-VEID-R110 cleavage fluorescence; inhibition, % at 12.5 µM;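 active = mean inhibition across replicates at least about 35%, with every replicate also reaching that limit, limit read from the data; inconclusive = only one of the two criteria met; inactive = neither criterion met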;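 note: 0% = median of neutral control wells and 100% = no fluorescence left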
# Target sequence (P55212 24-179 limits assumed): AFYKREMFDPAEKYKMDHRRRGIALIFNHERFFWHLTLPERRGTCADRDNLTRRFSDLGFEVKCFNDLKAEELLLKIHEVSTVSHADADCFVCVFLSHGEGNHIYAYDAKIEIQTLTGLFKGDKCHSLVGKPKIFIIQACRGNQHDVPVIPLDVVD
# Target sequence (P55212 194-293 limits assumed): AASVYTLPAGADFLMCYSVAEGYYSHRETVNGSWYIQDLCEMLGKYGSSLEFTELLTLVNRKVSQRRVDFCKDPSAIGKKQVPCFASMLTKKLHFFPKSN
# S100A4 MyoIIA – inhibitors of human S100A4 binding to myosin IIA peptide. AID 652163. S100A4/TAMRA-MyoIIA peptide fluorescence polarization. inhibition, % at 10.7 µM. 0.14% of 360,000 active;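 active = mean inhibition of at least 70% across replicates, with every replicate also reaching that level; inconclusive = mean inhibition reaches 70% but some replicates fall short; inactive = mean inhibition below 70%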
# Target sequence (P26447 whole entry, looked up): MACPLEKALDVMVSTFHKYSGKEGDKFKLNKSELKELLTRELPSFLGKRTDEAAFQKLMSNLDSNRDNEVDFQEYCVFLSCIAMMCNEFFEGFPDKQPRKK
#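 Material: S100A4 monomer protein | Medium: HEPES pH 7.2 with CaCl2, KCl, NaCl, DTT, Triton | Reagent: Labelled myosin peptide probe, 5 nM | Doses: One dose per compound | Times: 5 min incubation before reading | Benchmarks: Neutral control DMSO, positive control TFP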
# * hit, by the source's call; ? = inconclusive; . = no result given; ! = a repeat was not active. The list is partial; count on the stated rates, not on these rows.
structure	SIRT5 block	C2C12 statin	S100A4 MyoIIA	Casp6 inh	esBAF inh	FN deposit inh	LGR2 antag
Cn1c(=O)c(=O)n(C)c2cc(S(=O)(=O)N3CCCC3C(=O)NCc3ccco3)ccc21 (stereo not given)	1	26	-10	10	-3	14	5
Cc1ccc(S(=O)(=O)Nc2cccc(C(=O)NCCCN3CCCC3=O)c2)cc1F	7	5	3	-184	-3	-13	-4
CCC(C)NC(=O)c1cn(-c2cccc(OC)c2)c(=O)c2ccccc12 (stereo not given)	-4	-2	-1	2	-7	0	4
COc1ccc(-c2c(-c3cc(OC)cc(OC)c3)sc3ccc(OC)cc23)cc1	-2	-26	-2	-2	-6	-5	3
O=[N+]([O-])c1ncccc1OCc1ccc(Cl)c(Cl)c1	-6	-74	-3	-1	67*	5	-77
O=C(NNC(=O)c1ccc(SCC2CCCO2)c([N+](=O)[O-])c1)c1ccc(Cl)c([N+](=O)[O-])c1 (stereo not given)	.	-17	.	.	2	4	25
COc1ccc(CCC(=O)OCC(=O)Nc2ccccc2OC(F)F)cc1OC	.	0	1	0	6	4	0
CCC1(c2ccc(OC)cc2)NC(=O)N(CC(=O)N2CCc3ccccc32)C1=O (stereo not given)	6	-2	8	0	-7	-1	-16
C[C@H]1CN([C@@H](C)CO)C(=O)c2cc(-c3ccc(C#N)cc3)cnc2O[C@@H]1CN(C)C(=O)CC1CC1	-5	0	8	-3	4	.	-13
O=C(CCNS(=O)(=O)c1ccccc1F)N1CCN(C/C=C/c2ccccc2)CC1	11	4	1	0	.	12	-1
Cc1nc(NC(=O)/C=C/c2ccc(Cl)cc2Cl)sc1C(=O)N(C)C	2	.	-1	-1	.	4	.
C[C@H]1CN([C@@H](C)CO)S(=O)(=O)c2ccc(C3=CCCC3)cc2O[C@H]1CN(C)Cc1ccncc1	1	2	-7	2	-4	10	3

# Only Casp6 inh and SIRT5 block, for some of the entries so far:
SMILES	Casp6 inh	SIRT5 block
CCC1(c2ccc(OC)cc2)NC(=O)N(CC(=O)N2CCc3ccccc32)C1=O (stereo not given)	0	6
C[C@H]1CN([C@@H](C)CO)C(=O)c2cc(-c3ccc(C#N)cc3)cnc2O[C@@H]1CN(C)C(=O)CC1CC1	-3	-5
O=C(CCNS(=O)(=O)c1ccccc1F)N1CCN(C/C=C/c2ccccc2)CC1	0	11

# Next part
structure	SIRT5 block	C2C12 statin	S100A4 MyoIIA	Casp6 inh	esBAF inh	FN deposit inh	LGR2 antag
COc1ccc(OCc2cc(C(=O)N[C@H]3CCCCNC3=O)no2)c(Cl)c1	-3	.	16	4	.	-6	-17
CSc1sc(C(=O)N(C)C)cc1S(=O)(=O)C(C)C	1	.	-3	-4	.	3	22
CCC(=O)N1CC[C@@H]2[C@H]1c1cc(-c3ccccc3F)ccc1N(C)[C@H]2CO	-6	12	3	-3	-1	-10	-4
COc1cccc(/C=N/NC(=O)c2ccc3nc[nH]c3c2)c1	-1	.	-14	-2	.	1	-16
O=C(Nc1cc(S(=O)(=O)N2CCOCC2)ccc1N1CCCC1)C1CC1	-2	15	4	10	3	0	-23
COCc1cc(C)c2c(N)c(C#N)sc2n1	.	56	.	.	-3	.	-12
CC(C)NC(=O)N(C)C[C@H]1Oc2ccc(NC(=O)CCCN(C)C)cc2C(=O)N([C@@H](C)CO)C[C@@H]1C	-2	-7	12	0	0	.	7
CCc1cc(=O)oc2cc(OS(C)(=O)=O)ccc12	.	24	.	.	-1	3	.
CC(=O)OCC(=O)Nc1ccc([N+](=O)[O-])cc1Cl	-4	.	-2	3	.	.	-8
C[C@H](NC(=O)C[C@@H]1CC[C@H](NS(=O)(=O)c2cccc(F)c2)[C@H](CO)O1)c1ccccc1	2	-7	-6	0	-3	10	1
O=C(O)c1cc(-c2ccc3c(c2)OCO3)nc2ccc(Br)cc12	2	.	0	0	11	-11	-32
CC(C)Nc1nc(NCCN2CCNC2=O)c2sccc2n1	-2	3	6	-3	-1	.	-32

# Later entries.
structure	SIRT5 block	C2C12 statin	S100A4 MyoIIA	Casp6 inh	esBAF inh	FN deposit inh	LGR2 antag
COc1ccc(OC)c(C(=O)CC2OC(=O)c3ccccc32)c1 (stereo not given)	.	-19	.	.	-1	-3	.
COc1ccc(S(=O)(=O)N(C)C[C@H]2Oc3cc(-c4ccccc4OC)ccc3S(=O)(=O)N([C@H](C)CO)C[C@@H]2C)cc1	6	-20	13	0	8	.	9
CN(CC(=O)Nc1ccc(Cl)c(C(F)(F)F)c1)C(=O)CCCNC(=O)c1ccc(Cl)cc1	1	12	0	1	?	29	-75
Nc1ccc2oc(-c3ccccn3)nc2c1	.	3	.	.	30	12	.
S=C(NCCN1CCCCC1)Nc1ccc(Br)cc1	0	-41	-13	-17	-4	6	16
O=C(CN1CCN(CC(=O)Nc2cccc(F)c2)CC1)Nc1ccc(-c2ccccc2)cc1	-4	3	-23	-3	-2	-6	13
Cc1onc(-c2ccccc2)c1C(=O)OCC(=O)NCc1ccc(F)cc1	0	8	0	-2	7	3	.
CO[C@H]1CN(C)C(=O)c2cc(NC(=O)Nc3cc(Cl)cc(Cl)c3)ccc2OC[C@H](C)NC[C@H]1C	-5	-130	.	.	0	32*!	-20
COc1cc(NC(=O)CSc2nnc3c(C)cc4c(C)ccc(C)c4n23)c(C(=O)O)cc1OC	0	.	-6	7	.	1	-9
CCN(c1ccccc1)S(=O)(=O)c1ccc(N2CCN(c3ccccc3O)CC2)nc1	1	13	2	2	4	6	20
COc1ccc(C(=O)Nc2cccc3nc(C)ccc23)cc1OC	-3	28	-3	-1	-6	5	-24
CCNS(=O)(=O)c1cc(OC)ccc1OC	.	10	.	.	-4	-3	.

# Other records:
structure	SIRT5 block	C2C12 statin	S100A4 MyoIIA	Casp6 inh	esBAF inh	FN deposit inh	LGR2 antag
Cn1c(SCC(=O)Nc2ccc(Br)cc2F)nnc1-c1ccco1	-1	-8	1	2	6	11	-13
O=C(C1COc2ccccc2O1)N1CCc2ccccc21 (stereo not given)	.	24	.	.	36	.	-59
O=c1[nH]c(=O)c2nnc(N/N=C/c3ccccc3F)nc2[nH]1	-2	.	0	-4	.	6	-9
O=Cc1cccn1-c1sc2c(c1C(=O)O)CCCC2	-4	.	-2	6	.	-4	7
CCOC(=O)C1CCN(Cc2nc3ccc([N+](=O)[O-])cc3c(=O)n2-c2ccc(OC)cc2OC)CC1	-5	13	1	4	48*	2	-4
CC(C(=O)OCC(=O)Nc1cccc(S(=O)(=O)N(C)C)c1)N1C(=O)c2ccccc2C1=O (stereo not given)	11	7	-4	5	6	6	2
CC1CCC(NC(=O)c2ccc3nc[nH]c3c2)CC1 (stereo not given)	.	-85	.	.	?	0	.
CC(C)n1c(/C=C/c2ccccc2)nc2ccccc21	.	-3	.	.	51*	3	-33
C[C@H]1CN([C@@H](C)CO)C(=O)c2cc(NC(=O)Cc3cn(C)c4ccccc34)ccc2O[C@H]1CN(C)Cc1ccccc1	1	-3	-5	5	4	.	15
COc1cc(OC)cc(C(=O)NC(C(=O)NNC(=O)CN(C)S(=O)(=O)c2ccc(C)cc2)C(C)C)c1 (stereo not given)	-2	-24	3	6	-4	-26	18
CSCCC(NC(=O)C1CCC(C)CC1)C(=O)OCC(=O)c1ccc(Cl)cc1 (stereo not given)	1	.	9	0	.	6	1
O=C(NCCc1ccccc1)c1cccc2c1C(=O)N(C1CCCCC1)C2	2	15	4	-1	-4	-16	5

# New compounds follow
structure	SIRT5 block	C2C12 statin	S100A4 MyoIIA	Casp6 inh	esBAF inh	FN deposit inh	LGR2 antag
Cc1ccccc1C(=O)NCCCNC(=O)c1ccco1	-4	16	-2	-1	-6	-1	3
N#C[C@H]1[C@@H](c2ccc(C3=CCCC3)cc2)[C@H](CO)N1C(=O)C1CC1	0	-52	17	1	1	0	9
CN1C(=O)c2cc(NC(=O)c3cccs3)ccc2OC[C@H]2O[C@@H](CC(=O)N3CCOCC3)CC[C@H]21	5	0	1	3	7	-7	21
COCc1ccc([C@@H]2C[C@H]3CN(Cc4cccc(Cl)c4)C(=O)[C@]34CCCN24)o1	-9	5	-5	2	0	0	2
COc1cc(NC(=O)Cc2ccccc2)c(C(=O)O)cc1OC	5	.	-9	0	.	7	-10
COC(=O)CCN(C(=O)c1ccc(N2CCCC2)c([N+](=O)[O-])c1)c1ccccn1	-1	.	-1	-2	.	-2	19
CCNc1nc(NCC)nc(-n2nc(C)cc2C)n1	-1	-22	-2	1	4	.	.
Cc1csc2c(N3CCN(C(=O)Nc4ccc(Cl)c(Cl)c4)CC3)ncnc12	-9	.	20	-4	.	15	6
COc1ccccc1C(=O)OCC(=O)NCCNC(=O)COC(=O)c1ccccc1OC	-2	6	-3	-10	-11	0	8
CCN(CC(=O)NCc1ccc(Cl)cc1)C(=O)CSc1ccc(F)cc1	-1	.	47	2	.	-9	-1
COc1cccc(S(=O)(=O)N(C)C[C@H]2OCc3ccccc3-c3ccccc3C(=O)N([C@H](C)CO)C[C@H]2C)c1	1	-5	-1	2	4	-9	8
CCCCN=C1NN=C(c2cccc([N+](=O)[O-])c2)CS1	-1	.	1	2	.	-7	-25

# (next part)
structure	SIRT5 block	C2C12 statin	S100A4 MyoIIA	Casp6 inh	esBAF inh	FN deposit inh	LGR2 antag
O=C(Nc1ccc(F)cc1)N1C[C@H]2[C@@H](c3ccccc31)[C@@H](CO)N2C(=O)c1cccnc1	-2	-5	0	0	2	6	9
CC(=O)n1cc(-c2ccncc2)c2ccccc21	1	-14	7	-1	-6	12	3
NS(=O)(=O)c1ccc(NCc2ccccc2OCc2ccccc2F)cc1	-3	9	1	0	7	.	-4
C[C@H]1CN([C@@H](C)CO)C(=O)Cc2cc(NC(=O)NC3CCCCC3)ccc2O[C@@H]1CN(C)Cc1ccncc1	-2	15	.	.	0	.	-3
Cn1c(-c2ccc3c(c2)OCO3)cnc1NCc1ccccc1	.	-1	.	.	7	2	.
CC(=O)N(C)C[C@H]1Oc2cc(C#CC3CCCCC3)ccc2S(=O)(=O)N([C@H](C)CO)C[C@H]1C	3	.	-22	2	7	4	9
COC(=O)C1(C(=O)OC)C2CCCCC2N(S(=O)(=O)c2ccc(C)cc2)[C@@H]1CC(C)=O (stereo not given in full)	-5	.	2	-2	.	7	-5
C[C@@H]1CN([C@H](C)CO)C(=O)CCCn2cc(nn2)CO[C@@H]1CN(C)S(=O)(=O)c1cccs1	-5	4	1	1	-5	-7	-6
CCCn1c(=N)n(CC(=O)OCC)c2ccccc21	.	-21	.	.	-5	.	8
Cc1ccc(S(=O)(=O)NCC(=O)OCC(=O)Nc2cccc(S(=O)(=O)NC3=NCCCCC3)c2)cc1	0	5	-3	4	-2	7	13
Cc1ccc(S(=O)(=O)Nc2ccc3c(c2)C(=O)N([C@H](C)CO)C[C@H](C)[C@@H](CN(C)CC2CCCCC2)O3)cc1	-2	3	-9	-2	1	.	0
COc1ccc(CCn2c(NN)nc3c2c(=O)[nH]c(=O)n3C)cc1	1	.	-4	-1	.	-2	-5
COc1ccc(C(C(=O)NCC2CCCO2)N(C(=O)CNC(=O)c2cccs2)c2ccc(C)cc2)cc1OC (stereo not given)	-7	5	-7	-1	-7	-1	.
COCCn1c(SCC(=O)N2CCCCC2)nc2c([nH]c3ccccc32)c1=O	-2	.	20	-2	.	.	0
NCC[C@H]1CC[C@@H](NC(=O)c2ccccc2F)[C@H](CO)O1	.	2	.	.	-2	0	16

# Entries of single compounds, quoted from the list:
# COc1ccc(C(C(=O)NCC2CCCO2)N(C(=O)CNC(=O)c2cccs2)c2ccc(C)cc2)cc1OC (stereo not given) is listed with SIRT5 block = -7; C2C12 statin = 5; S100A4 MyoIIA = -7; Casp6 inh = -1; esBAF inh = -7; FN deposit inh = -1; LGR2 antag = .
# NS(=O)(=O)c1ccc(NCc2ccccc2OCc2ccccc2F)cc1 is listed with SIRT5 block = -3; C2C12 statin = 9; S100A4 MyoIIA = 1; Casp6 inh = 0; esBAF inh = 7; FN deposit inh = .; LGR2 antag = -4
